CendR NRP1 mod: alters CendR peptide binding to human NRP-1 | O14786 | inhibition, % at 25 µM | FAM-RPARPAR peptide binding to NRP-1, fluorescence polarization | 0.85% of 360,000 active;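 active = inhibition or corrected inhibition above about 18%, plus a signal ratio from 0.5 to 1.5, limit read from the data, passing the limit was not always enough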; also: strong numbers were not always called active
TbMetRS inhib: Trypanosoma brucei MetRS inhibition; purified T. brucei MetRS, ATP depletion, Kinase-Glo luminescence; inhibition, % at 11.9 µM; 0.4% of 360,000 active;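 active = inhibition above a per-plate cutoff of the control wells' mean inhibition plus 3 SD, cut at about 5.5% in these data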;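 also: 0% = DMSO wells median and 100% = median of wells with control inhibitor compound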
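Test system – parasite MetRS enzyme · Reagent – substrates ATP, L-methionine and bulk Escherichia coli tRNA · Doses – 11.9 µM compound single dose, 0.9% DMSO · Times – 15 min enzyme-compound preincubation, 2 h reaction, 10 min detection, 25 °C · Signal – Kinase-Glo luminescence, ATP depletion format · Controls – DMSO-only wells as low control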
MsrA inh: bovine MsrA inhibition; purified bovine MsrA, absorbance read-out; 0.75% of 360,000 active; inhibition, % at 15.5 µM; in the data active = inhibition above about 4.5%;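 also: 0% = vehicle wells with enzyme and 100% = reference inhibitor wells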
LMPTP inh: LMPTP (human) inhibition. P24666. AID 651560. inhibition, % at 20 µM. 0.22% of 360,000 active. recombinant LMPTP-A, OMFP fluorogenic substrate, fluorescence intensity;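 active = compounds that cut the enzyme signal by at least half of the control window in the single-dose screen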;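 also: plate controls were DMSO wells with enzyme plus substrate for no effect and substrate without enzyme for full effect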
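Test system: LMPTP-A phosphatase enzyme. Amount: LMPTP-A at 0.625 nM final in the reaction. Reagent: OMFP substrate, 400 µM final. Times: 50 min at room temperature. Signal: endpoint fluorescence intensity from OMFP dephosphorylation. Read-out basis: % inhibition. Benchmarks: no-enzyme and uninhibited controls.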
MsrA act: activates bovine MsrA enzyme | purified bovine MsrA, absorbance read-out | activation, % at 10.6 µM | 0.3% of 360,000 active; in the data active = activation above about 7.5%;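 also: 0% = vehicle and 100% = reference activator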
STEP inh: blocks human striatal-enriched tyrosine phosphatase; P54829; recombinant STEP, OMFP fluorogenic substrate, fluorescence; inhibition, % at 20 µM; 0.25% of 360,000 active;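 active = inhibition at 20 µM, scaled per plate between control wells, above about 37%, limit read from the data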;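 also: 0% = DMSO with enzyme and substrate and 100% = substrate only without enzyme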
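System: STEP phosphatase, cell-free reaction; Buffer or medium: Bis-Tris pH 6.0 buffer with DTT, detergent; Incubation: 20 min at room temperature, dark; Measured by: fluorescence, 480/540 nm.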
SUMO1 PPI mod: alters human SUMO1 binding to SIM partners; SUMO1 binding to a labelled peptide, TR-FRET, 1 h; inhibition, % at 20 µM; 0.33% of 360,000 active; AID 602429; in the data active = inhibition above about 37%
Scp-1 inhibitor: blocks human Scp-1 phosphatase activity. Recombinant Scp1, phosphopeptide, malachite green phosphate absorbance. inhibition, % at 20 µM. 0.88% of 340,000 active;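 active = inhibition above about 50% at 20 µM, limit read from the data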;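 also: plate controls were DMSO wells with enzyme for no effect and wells lacking enzyme for full effect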
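Incubation: 45 min enzyme reaction at room temperature / System: truncated SCP-1 phosphatase (76-261aa) / Reagent: Phospho 17-mer peptide substrate / Buffer or medium: Acidic Tris acetate buffer with magnesium and detergent / Signal: absorbance at 630 nm / Doses: one concentration, 20 µM, with 1.0% DMSO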
E coli Lon inh: inhibits E. coli Lon protease; inhibition, % at 7.94 µM; P0A9M0; purified E. coli Lon protease, fluorescence polarization; 0.42% of 360,000 active; in the data active = inhibition above about 13%, passing the limit was not always enough;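 also: 0% = enzyme with probe and DMSO and 100% = no enzyme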
DNMT1 block: inhibitors of human DNMT1. DNMT1 molecular beacon, Hinp1I cleavage, fluorescence. AID 588458. inhibition (reported as % activation of signal), % at 10 µM. 0.83% of 360,000 active; in the data active = inhibition above about 50%
Target sequence (P26358 504-1616 limits assumed): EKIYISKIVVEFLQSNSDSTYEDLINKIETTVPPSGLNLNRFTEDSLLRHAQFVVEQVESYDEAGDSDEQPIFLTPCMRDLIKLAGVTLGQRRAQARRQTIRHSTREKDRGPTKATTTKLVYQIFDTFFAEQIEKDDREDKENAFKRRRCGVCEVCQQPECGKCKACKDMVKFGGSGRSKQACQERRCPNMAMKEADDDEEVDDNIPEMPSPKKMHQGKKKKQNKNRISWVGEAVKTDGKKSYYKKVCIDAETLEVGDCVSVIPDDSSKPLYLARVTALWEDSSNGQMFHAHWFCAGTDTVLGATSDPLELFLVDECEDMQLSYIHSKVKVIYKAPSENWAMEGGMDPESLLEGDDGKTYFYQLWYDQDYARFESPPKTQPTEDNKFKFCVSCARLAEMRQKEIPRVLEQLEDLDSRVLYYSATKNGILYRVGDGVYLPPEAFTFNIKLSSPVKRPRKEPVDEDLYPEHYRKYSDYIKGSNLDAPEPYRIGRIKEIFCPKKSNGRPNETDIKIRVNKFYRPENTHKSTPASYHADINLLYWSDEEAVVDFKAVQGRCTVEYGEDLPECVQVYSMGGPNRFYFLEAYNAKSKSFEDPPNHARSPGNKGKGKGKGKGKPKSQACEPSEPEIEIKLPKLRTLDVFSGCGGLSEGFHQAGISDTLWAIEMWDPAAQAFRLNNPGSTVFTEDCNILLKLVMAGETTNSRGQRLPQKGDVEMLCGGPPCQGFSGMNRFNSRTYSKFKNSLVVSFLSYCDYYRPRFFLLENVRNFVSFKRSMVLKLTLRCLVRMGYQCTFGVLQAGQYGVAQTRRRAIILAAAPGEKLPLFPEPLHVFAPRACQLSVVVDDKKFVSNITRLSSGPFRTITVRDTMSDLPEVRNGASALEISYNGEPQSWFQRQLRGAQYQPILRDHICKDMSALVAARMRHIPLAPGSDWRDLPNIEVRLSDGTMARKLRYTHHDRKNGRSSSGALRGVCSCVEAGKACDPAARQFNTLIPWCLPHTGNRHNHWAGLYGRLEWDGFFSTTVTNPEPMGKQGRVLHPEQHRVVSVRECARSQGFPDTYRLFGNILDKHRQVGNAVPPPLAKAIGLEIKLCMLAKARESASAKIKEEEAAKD
Starred values were filed as active, the others as inactive; x = not tested or not shown; & = joins results of further samples.

CendR NRP1 mod	TbMetRS inhib	MsrA inh	LMPTP inh	MsrA act	STEP inh	SUMO1 PPI mod	Scp-1 inhibitor	E coli Lon inh	DNMT1 block	SMILES
-7	0.8	-1.3	2.0	-4	4	-1	-7	10	9	O=C(OCC1OC2OC3(CCCCC3)OC2C2OC3(CCCCC3)OC12)c1ccccc1 (centres undefined)
2	-0.3	0.4	-2.0	-5	13	0	-4	-6	3	COCCN(C(=S)Nc1ccc(OC)cc1)C1CCN(C(C)=O)CC1
8	-0.6	0.2	-0.6	-2	-2	0	-10	3	1	C/C(CC(=O)Nc1cc(Cl)ccc1C)=N\NC(=O)C(=O)N1CCCC1
-6	-0.2	0.3	-0.3	2	-2	3	-6	0	5	Cc1ccc(C(=O)NCCCC(=O)O)o1
1	-0.3	0.2	-2.3	1	0	-2	-3	8	2	Cc1onc(-c2ccccc2Cl)c1C(=O)NCCN1Cc2ccccc2C1=O
1	0.0	0.7	2.9	-2	2	-3	-15	-4	-1	COc1ccc(C2CC(c3ccc(Br)cc3)=NN2C(=S)Nc2ccccc2)cc1 (centres undefined)
6	0.4	0.3	0.4	-2	2	3	-6	-7	0	Cc1cc(C)n2cc(CSc3nc4ccccc4[nH]3)nc2n1
4	0.3	-0.1	-0.7	-1	1	1	-7	10	9	C/C(Sc1nnc(Cc2ccccc2)o1)=C(\O)c1ccccc1
1	-0.4	0.0	-0.9	-3	-1	-22	-11	-7	-2	O=C(CNC(=O)c1cccs1)OCC(=O)c1ccc2ccccc2c1
10	-0.6	1.0	-0.9	-4	-3	-5	-7	6	-11	Cc1ccc(NC(=O)CN2C(=O)c3ccccc3C2=O)cc1
-12	-0.1	1.2	0.1	-1	-6	9	-15	-1	-4	O=C(OCCCOC(=O)c1ccc(O)cc1)c1ccc(O)cc1
5	-1.1	x	-0.5	-4	-4	-8	-11	3	-1	Cc1cc2oc(=O)cc(Cn3ccnc3)c2cc1O
-8	-0.6	1.2	1.9	-1	0	1	-3	4	-4	COc1cc(NC(=O)c2ccco2)c(OC)cc1NC(=O)Nc1ccc(Cl)cc1
-11	-1.0	2.2	-1.7	-4	6	3	-5	-2	1	O=C(CSc1n[nH]c(-c2cccnc2)n1)OC1CCCCC1
7	-0.4	0.5	0.3	1	0	-1	-6	-18	-6	COc1cc(NC(=O)c2ccc3c(c2)OCO3)ccc1NC(=O)c1ccco1
-10	0.5	-1.4	0.0	-8	2	4	x	-2	-9	COc1ccc(CNC(=O)O[C@@H]2C[C@H]3C(=O)N(c4ccccc4)C(=O)[C@H]3[C@@]3(CN(S(=O)(=O)c4ccc(C)cc4)C[C@H]3C)[C@@H]2O)cc1OC
-4	-0.5	-0.3	4.8	-3	5	-13	-5	6	6	Cn1c(O)c(C2=c3ccccc3=NC2=O)[nH]c1=S
6	-0.5	0.2	0.7	0	-3	-5	5	2	17	Clc1cccc(/C=N/Nc2nnc(Cl)c3ccccc23)c1
-13	0.5	-0.1	0.0	-1	1	5	-17	-8	10	COC(=O)c1ccccc1NC(=O)CCC(=O)N1CC(C)Oc2ccc(C)cc21 (centres undefined)
-18	-0.3	1.9	-1.0	-4	-2	4	-5	-7	-1	COC(C(=O)Nc1ccnn1C1CCN(Cc2cnn(C(C)C)c2)CC1)c1ccccc1 (centres undefined)
5	0.3	2.3	-0.7	-3	-2	0	-9	-6	-7	CCOc1ccc(N2CC(C(=O)Nc3ccc(S(=O)(=O)N4CCCC4)cc3)CC2=O)cc1 (centres undefined)
-2	1.9	0.4	1.7	-1	-1	-4	-7	-1	-2	COc1ccc2c(c1)c1ncn(Cc3ccc(F)cc3)c(=O)c1n2C
5	-0.1	0.2	-1.5	-1	-1	2	0	-2	0	Cc1oc(-c2cccc(Cl)c2)nc1CN1CCC(C(=O)NCCCN2CCCC2=O)CC1
0	-1.0	-0.4	-1.5	-12	-3	2	5	5	4	O=C(Nc1cccc(F)c1)C1CCN(c2nnnn2-c2ccccc2)CC1
0	-0.8	0.3	-1.1	-3	3	-5	-14	6	-1	CC(C1CC1)N(Cc1ccccc1)C(=O)NC(=O)c1cccc(F)c1 (centres undefined)
2	-0.2	-0.1	-1.7	-1	3	-7	-7	0	-1	CCOC(=O)CSc1nc(C)c(CC)c(C)c1C(N)=O
-4	-0.2	0.8	2.9	-10	-3	6	x	-7	-5	COc1ccc(NC(=O)c2cc(-c3cc(Cl)ccc3OC)n[nH]2)c(OC)c1
8	-0.3	-0.8	-1.0	-4	1	0	x	-9	58*	CCNC(=O)C1CCCN(C(=O)c2cc(F)ccc2C)CC1 (centres undefined)
9	-0.5	0.3	-1.5	-8	-1	-4	-11	-1	-1	Cc1ccc(CNS(=O)(=O)c2c(C)[nH]c(C)c2C(=O)N2CCCCC2)cc1
-1	-1.4	-0.6	-0.6	-12	-1	0	0	-1	5	N/C(COc1cccc(C(F)(F)F)c1)=N\NC(=O)c1cccnc1Oc1ccccc1
-3	-0.1	3.3	-0.2	3	3	-6	-13	3	0	O=C(NC(=S)NNC(=O)c1ccco1)c1ccc(F)cc1
-5	-0.9	0.8	-1.4	-5	0	1	1	2	-2	CC1CCCCN1C(=O)CCS(=O)(=O)Cc1ccccc1 (centres undefined)
-1&-8	-1.8&0.2	1.0&-1.6	1.1&1.9	-8&0	16&4	-76&-141	2	-5&-1	0&14	CCN1CCN(Cc2ccc(NC(=O)c3ccc(C)c(NC(=O)c4c[nH]c5cc(C(F)(F)F)ccc5c4=O)c3)cc2C(F)(F)F)CC1
-39	-0.3	1.0	-0.1	-5	2	-3	-5	-38	-4	CN(C)/C=C/c1onc(-c2c(Cl)cccc2Cl)c1C#N
2	0.1	-0.7	0.6	-3	1	1	-8	-7	40	COC(=O)c1ccc(C(C(=O)NC2CCCCC2)N(CCc2ccccc2)C(=O)Cc2cccs2)cc1 (centres undefined)
12	-0.1	-0.7	0.1	-5	-2	3	-4	-5	2	Cc1ccc(C(=O)NC(C)C2CC3CCC2C3)cc1 (centres undefined)
11	-0.6	-1.5	-1.3	-3	3	-9	-8	0	-2	COc1ccccc1CNC(=O)/C=C/c1ccc(S(=O)(=O)N2CCOCC2)cc1
-6	-0.8	0.0	-0.8	-5	-2	3	-6	-5	-3	C=CCn1c(SCC(=O)Nc2cccc(C)c2)nnc1-c1cnccn1
-6	-0.8	2.7	-2.2	-1	3	-3	16	4	2	S=c1[nH]nc(NCCCN2CCOCC2)s1
-17	-0.3	-0.5	-1.8	-2	x	-3	x	5	x	CC1=C(C(=O)N2CCCCCC2)CC(CC(=O)NC2CCCCC2)C(=O)N1Cc1ccc(F)cc1 (centres undefined)
-7	-0.3	0.2	-1.4	-6	-2	0	-6	-8	4	CC(=O)N1CCc2cc(S(=O)(=O)NCCC(=O)N3CCN(c4ccccn4)CC3)ccc21
-139	-0.4	2.0	-0.3	4	-1	-5	-10	-10	1	CS(=O)(=O)Nc1ccc(C2=NN(S(C)(=O)=O)C(c3ccc4nccnc4c3)C2)cc1 (centres undefined)
14	0.3	-0.7	-0.6	0	-2	2	-1	-8	-1	CC(C)c1csc(CN2CCC(N3CCC(C(=O)NCC4CCCO4)CC3)CC2)n1 (centres undefined)
11	0.3	1.7	-1.8	1	2	-1	-8	0	1	COc1ccc(/C=N/n2c(C)nnc2C)c(OC)c1
5	-0.8	-0.3	3.8	-11	1	-2	3	-15	-3	O=C(Cc1ccccc1Cl)N1CCN(c2ncccn2)CC1
-1	-0.6	1.4	-0.2	-5	1	-2	-2	-5	2	CCOC(=O)COc1ccc2c(c1)C(=O)CC1(CCN(C(C)=O)CC1)O2
2	1.0	-1.5	-2.8	-12	2	0	1	1	2	CCOC(=O)N1CCC(NC(=O)C2CCN(C(=O)c3cc4oc(C)cc4n3Cc3c(F)cccc3Cl)CC2)CC1
3	-1.0	1.3	-1.2	-1	1	-2	-7	-11	0	C/C(=N\NC(N)=S)C1(C)CCCCC1
-22	-0.5	-0.2	-0.1	3	2	3	0	-8	-3	CCCS(=O)(=O)N1CCC(C(=O)N2CCc3ccccc3C2)CC1
3	-1.2	0.2	0.8	-13	-4	2	6	2	-6	COc1ccc(NS(=O)(=O)c2ccc(S(=O)(=O)N3CCCC3)cc2)cc1Cl
21	-0.3	0.3	-1.5	-2	2	-2	7	-8	5	CCOc1cc(C(=O)O)ccc1OCCOc1ccccc1
-12	-0.1	3.8	0.7	-5	-2	-29	0	3	-4	CC1=CC2=NC(=O)/C(=C/c3cccs3)C(=N)N2O1

In a second layout: 5 of the compounds above.
| Compound | CendR NRP1 mod | TbMetRS inhib | MsrA inh | LMPTP inh | MsrA act | STEP inh | SUMO1 PPI mod | Scp-1 inhibitor | E coli Lon inh | DNMT1 block |
| --- | --- | --- | --- | --- | --- | --- | --- | --- | --- | --- |
| CC(C)c1csc(CN2CCC(N3CCC(C(=O)NCC4CCCO4)CC3)CC2)n1 (centres undefined) | 14 | 0.3 | -0.7 | -0.6 | 0 | -2 | 2 | -1 | -8 | -1 |
| COc1ccc(/C=N/n2c(C)nnc2C)c(OC)c1 | 11 | 0.3 | 1.7 | -1.8 | 1 | 2 | -1 | -8 | 0 | 1 |
| CS(=O)(=O)Nc1ccc(C2=NN(S(C)(=O)=O)C(c3ccc4nccnc4c3)C2)cc1 (centres undefined) | -139 | -0.4 | 2.0 | -0.3 | 4 | -1 | -5 | -10 | -10 | 1 |
| O=C(Cc1ccccc1Cl)N1CCN(c2ncccn2)CC1 | 5 | -0.8 | -0.3 | 3.8 | -11 | 1 | -2 | 3 | -15 | -3 |
| CCOC(=O)COc1ccc2c(c1)C(=O)CC1(CCN(C(C)=O)CC1)O2 | -1 | -0.6 | 1.4 | -0.2 | -5 | 1 | -2 | -2 | -5 | 2 |

Screening data deposited in PubChem BioAssay by several laboratories.

Compounds were not picked by outcome (roughly 4.3% active in at least one column).
